Screening results: PubChem BioAssay, Sanford-Burnham Center for Chemical Genomics
APJ antag – blocks the human apelin receptor APJ | P35414 | CHO-K1 APJ beta-arrestin complementation, luminescence | inhibition, % at 20 µM | 0.32% of 330,000 active;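 active means inhibition above about 40% at 20 µM, limit read from the data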;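 further: cells challenged with 10 nM apelin-13 agonist together with compound; plate controls were apelin-13 plus DMSO wells for no effect and DMSO wells lacking apelin-13 for full effect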
EBI2 antag – antagonists of human EBI2 receptor. EBI2 beta-arrestin recruitment, luminescence, 7a,25-OHC stimulated. inhibition, % at 5 µM. 0.81% of 360,000 active. AID 651636; in the data active means inhibition above about 38%;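 further: enzyme fragment complementation signal reports receptor beta-arrestin coupling in cells; 0% = agonist plus DMSO wells and 100% = wells without agonist; some results beyond the cut were filed as inactive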
ATG4B inh – blocks human ATG4B protease cleavage of LC3 substrate | Q9Y4P1 | 0.51% of 340,000 active | AID 504462 | inhibition, % at 8.33 µM | ATG4B cleavage of LC3-PLA2, NBD-HPC fluorescence, 1 h; in the data active means inhibition above about 40%
Gli-Sufu antag – blocks Gli-Sufu signaling in a luciferase reporter | 0.74% of 340,000 active | AID 588413 | Sufu-KO-LIGHT fibroblasts, Gli luciferase reporter luminescence | inhibition, % at 5 µM;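 active means inhibition above about 55%, limit read from the data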;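 further: 0% = DMSO-treated cells and 100% = wells with medium but no cells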
UBC13 inh – inhibitors of human UBC13 polyubiquitin chain formation; 0.47% of 330,000 active; inhibition, % at 20 µM; TR-FRET; in the data active means inhibition above about 45%, passing the limit was not always enough
Target sequence (P61088 whole entry, looked up): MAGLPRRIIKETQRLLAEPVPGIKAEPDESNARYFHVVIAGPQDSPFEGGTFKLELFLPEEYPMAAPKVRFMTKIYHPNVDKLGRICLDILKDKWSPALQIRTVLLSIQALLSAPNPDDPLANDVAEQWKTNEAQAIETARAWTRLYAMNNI
CXCR6 block – blocks human CXCR6 beta-arrestin recruitment; 0.36% of 360,000 active; CHO-K1 PathHunter CXCR6 beta-arrestin, luminescence; AID 602244; inhibition, % at 20 µM; in the data active means inhibition above about 34%, passing the limit was not always enough;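 further: antagonist mode with CXCL16 agonist at 10 nM final; 0% = 10 nM CXCL16 with DMSO and 100% = unstimulated wells without agonist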
Target sequence (O00574 whole entry, looked up): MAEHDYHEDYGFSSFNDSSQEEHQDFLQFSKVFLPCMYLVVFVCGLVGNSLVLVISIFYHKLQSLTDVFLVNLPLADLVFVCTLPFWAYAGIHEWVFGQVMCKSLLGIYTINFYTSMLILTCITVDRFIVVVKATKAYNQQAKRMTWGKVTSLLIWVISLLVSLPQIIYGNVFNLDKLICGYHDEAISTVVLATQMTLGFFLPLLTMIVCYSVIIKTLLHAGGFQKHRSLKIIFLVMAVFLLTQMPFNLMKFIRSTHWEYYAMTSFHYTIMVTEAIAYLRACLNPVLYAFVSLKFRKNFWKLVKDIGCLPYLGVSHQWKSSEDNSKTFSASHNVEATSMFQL
APJ agonist – activates the human apelin receptor APJ | CHO-K1 APJ PathHunter beta-arrestin, luminescence; 0% DMSO wells, 100% apelin | activation, % at 20 µM | 0.11% of 330,000 active;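 active means activation more than six SD over the plate average, tested at 20 µM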;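 further: 0% = DMSO alone and 100% = apelin-13 at 10 nM; some results filed as inactive read as strong as hits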
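Material: engineered CHO-K1 APJ arrestin reporter cells; amount: 1000 CHO-K1 reporter cells seeded per well; incubation: compound stimulation 90 min at 25 °C, detection 60 min; signal: luminescent beta-gal fragment complementation, chemiluminescent substrate; read-out basis: APJ agonist activity; controls: DMSO-only wells as negative, 10 nM Apelin-13 as positive control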
CCR6 antagonist – blocks CCL20-driven beta-arrestin recruitment at human CCR6; P51684; CHO-K1 CCR6 PathHunter beta-arrestin, luminescence, CCL20-stimulated; inhibition, % at 20 µM; 0.49% of 340,000 active; AID 493098;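 active means compounds whose inhibition of the agonist-driven luminescence signal at 20 µM reaches about 50%, limit read from the data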;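 further: cells stimulated with CCL20 at 14 nM final; plate controls were DMSO with CCL20 for no effect and DMSO without agonist for full effect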
The depositor's hits bear a star; / = no result given. Random draw from the library; 3% or so of the library scored in one or more.

SMILES	APJ antag	EBI2 antag	ATG4B inh	Gli-Sufu antag	UBC13 inh	CXCR6 block	APJ agonist	CCR6 antagonist
O=[N+]([O-])c1ccc(N/N=C/C=C/c2ccco2)cc1	15	14	-6	-24	-92	14	-1	41
Cc1c(CN2CCCC(C(=O)c3cccc(Cl)c3)C2)c(=O)n(-c2ccccc2)n1C (configuration not stated)	12	6	24	22	-3	5	0	0
CN1C(=O)Cc2cc(S(=O)(=O)NCCc3ccc(Cl)cc3)ccc21	-17	-7	3	-12	-6	-3	1	16
CC#CCCCC(=O)Nc1ccc(C(=O)O)cc1	-5	-7	4	0	0	6	0	10
CN(C)C(=O)C(CCN1CCC(O)(c2ccc(Cl)cc2)CC1)(c1ccccc1)c1ccccc1	/	/	-1	/	36	0	/	14
CCCCC(CC)CNC(=O)CCS(=O)(=O)c1cccc2nsnc12 (configuration not stated)	6	0	-13	7	-13	2	9	5
COc1ccccc1/C=N/NC(=O)c1ccc(-c2ccccc2)cc1	-3	-5	-15	-7	2	-11	-2	13
O=C(NCc1ccco1)C1CCCN(S(=O)(=O)c2cccc3nsnc23)C1 (configuration not stated)	-2	3	1	16	-9	0	7	-9
Cc1cc(C)c(OCCNC(=O)c2ccccc2Sc2ccccc2C#N)c(C)c1	-13	21	-13	18	-10	0	-3	5
O=C(Cc1ccc(Cl)cc1)Nc1ccccc1C(=O)Nc1ccc(C(=O)O)cc1	5	-11	-7	-3	6	13	-3	14
COc1ccccc1C(=O)N1CCN(c2ccccn2)CC1	6	4	-2	-1	6	7	-5	-4
CN(C)c1nc(OCc2ccccc2)c2ncc(=O)[nH]c2n1	-3	2	6	-6	8	-1	-2	-9
CC(C)(C)NC(=O)C(c1cccs1)N(Cc1ccco1)C(=O)c1csnn1 (configuration not stated)	2	3	1	-5	-1	-3	-1	0
CCCC(=O)NC(c1cccs1)c1cc([N+](=O)[O-])c2cccnc2c1O (configuration not stated)	/	0	18	-1	/	30	/	36
CC1CN(C(=O)CCC(=O)N2CCOCC2)c2ccccc2O1 (configuration not stated)	1	-7	-1	1	2	-5	2	10
O=C(Nc1ncccc1O)c1cccc(S(=O)(=O)N2CCc3ccccc32)c1	9	0	4	-2	-10	-17	-5	-18
O=C(/C=C/c1c(Cl)cccc1Cl)n1cccn1	7	0	-10	5	6	18	2	12
COc1ccc(Cl)cc1NC(=O)CN(C)C(=O)COc1ccccc1F	0	1	-11	-21	-1	2	1	9
COc1ccc(CNC(=O)[C@@H]2CC=C[C@@H]3CCN(C4CC4)C(=O)[C@@H]32)cc1	9	-6	0	-6	1	0	3	-1
CO/N=C(/CS(=O)(=O)c1ccc(C)cc1)c1ccc(OC)cc1	-4	-3	-11	12	7	3	-4	8
Cc1ccc(-c2cc(NC(=O)CSc3n[nH]c(N)n3)n(-c3ccccc3)n2)cc1	-9	-1	-9	-6	0	-10	2	-4
COc1ccc([C@@H]2Sc3cc(OC)ccc3N(CCN(C(C)C)C(C)C)C(=O)[C@H]2OC(C)=O)cc1	-6	1	-25	2	8	8	-4	-18
CCNc1nc(OC)nc(N2CCC(Cc3ccccc3)CC2)n1	-1	4	13	-5	5	2	-3	12
O=c1c2[nH]c3ccc(Br)cc3c2ncn1Cc1ccncc1	18	/	0	-3	5	/	1	0
COc1cccc(NC(=O)c2nnn(CCc3ccccc3)c2N)c1	-50	4	-2	-42	-6	-4	-3	8

Next entries follow.
SMILES	APJ antag	EBI2 antag	ATG4B inh	Gli-Sufu antag	UBC13 inh	CXCR6 block	APJ agonist	CCR6 antagonist
CCN(CC)C(=O)CCc1nc2sc3c(c2c(=O)[nH]1)CCCC3	1	-1	4	12	4	-7	-3	-5
Cc1ccccc1NC(=O)COC(=O)c1n[nH]c(=O)c2ccccc12	17	-2	-4	-2	-4	-6	-1	9
COC(=O)c1cccc(-n2c(C)cc(C=O)c2C)c1C	2	8	-5	-28	-10	2	0	9
CC(=O)Nc1ccc(Nc2nc(C)nc3c2oc2ccccc23)cc1	-18	-4	-22	14	6	-12	3	-5
COC(=O)/C=C1/S/C(=N/N=C/c2ccco2)NC1=O	9	-5	-4	8	-18	8	-5	14
Cc1cc(NC(=O)COC(=O)c2ccc(F)c(S(=O)(=O)N3CCOCC3)c2)no1	14	-9	-12	9	-2	-10	-2	34
O=C(NC1CCCCC1)C(c1ccc(F)cc1)N(CCc1ccccc1)C(=O)CN1C(=O)c2ccccc2S1(=O)=O (configuration not stated)	/	-9	1	-2	/	-2	/	16

Sorted by value in UBC13 inh (largest number first): 3 of the compounds above.
SMILES | UBC13 inh
Cc1cc(NC(=O)COC(=O)c2ccc(F)c(S(=O)(=O)N3CCOCC3)c2)no1 | -2
Cc1ccccc1NC(=O)COC(=O)c1n[nH]c(=O)c2ccccc12 | -4
COC(=O)/C=C1/S/C(=N/N=C/c2ccco2)NC1=O | -18

Rewritten in CSV form: part of the list above.
Compound,APJ antag,EBI2 antag,ATG4B inh,Gli-Sufu antag,UBC13 inh,CXCR6 block,APJ agonist,CCR6 antagonist
Cc1cc(NC(=O)COC(=O)c2ccc(F)c(S(=O)(=O)N3CCOCC3)c2)no1,14,-9,-12,9,-2,-10,-2,34
COC(=O)/C=C1/S/C(=N/N=C/c2ccco2)NC1=O,9,-5,-4,8,-18,8,-5,14

One compound at a time, from the list above. Screens in order: APJ antag	EBI2 antag	ATG4B inh	Gli-Sufu antag	UBC13 inh	CXCR6 block	APJ agonist	CCR6 antagonist
`COC(=O)/C=C1/S/C(=N/N=C/c2ccco2)NC1=O` reads 9	-5	-4	8	-18	8	-5	14
`CCN(CC)C(=O)CCc1nc2sc3c(c2c(=O)[nH]1)CCCC3` reads 1	-1	4	12	4	-7	-3	-5

Single entries from the entries so far.
Under APJ antag, COC(=O)c1cccc(-n2c(C)cc(C=O)c2C)c1C reads 2
Under APJ antag, CC(=O)Nc1ccc(Nc2nc(C)nc3c2oc2ccccc23)cc1 reads -18
Under APJ antag, COC(=O)/C=C1/S/C(=N/N=C/c2ccco2)NC1=O reads 9
Under Gli-Sufu antag, O=C(NC1CCCCC1)C(c1ccc(F)cc1)N(CCc1ccccc1)C(=O)CN1C(=O)c2ccccc2S1(=O)=O (configuration not stated) reads -2
Under EBI2 antag, CCN(CC)C(=O)CCc1nc2sc3c(c2c(=O)[nH]1)CCCC3 reads -1
